Assay outcomes: PubChem BioAssay, The Scripps Research Institute Molecular Screening Center
CHRM1 PAM: human M1 muscarinic receptor positive allosteric modulators, primary screen, CHO-K1 cells, Fluo-8 calcium fluorescence, 1536-well; CHO-K1 hM1, ACh EC20; 0% = ACh EC20, 100% = maximal ACh; 0.088% of 360,000 active; activation, % at 3 µM; in the data active = activation above about 19%, passing the limit was not always enough
CHRM4 agonist: human M4 muscarinic receptor agonists, primary screen, CHO-K1 cells, Fluo-8 calcium fluorescence; Muscarinic acetylcholine receptor M4 (Homo sapiens), P08173; CHO-K1 hM4/Gqi5; vehicle 0%, full acetylcholine response 100%; activation, % at 3 µM; 0.14% of 360,000 active;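 active = activation above the run mean over all test wells plus 3 SD, cut at about 32% in these data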;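 note: peak over basal fluorescence ratio per well then scaled between controls; 0% = DMSO wells and 100% = acetylcholine at EC100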
Target sequence (P08173 whole entry, looked up): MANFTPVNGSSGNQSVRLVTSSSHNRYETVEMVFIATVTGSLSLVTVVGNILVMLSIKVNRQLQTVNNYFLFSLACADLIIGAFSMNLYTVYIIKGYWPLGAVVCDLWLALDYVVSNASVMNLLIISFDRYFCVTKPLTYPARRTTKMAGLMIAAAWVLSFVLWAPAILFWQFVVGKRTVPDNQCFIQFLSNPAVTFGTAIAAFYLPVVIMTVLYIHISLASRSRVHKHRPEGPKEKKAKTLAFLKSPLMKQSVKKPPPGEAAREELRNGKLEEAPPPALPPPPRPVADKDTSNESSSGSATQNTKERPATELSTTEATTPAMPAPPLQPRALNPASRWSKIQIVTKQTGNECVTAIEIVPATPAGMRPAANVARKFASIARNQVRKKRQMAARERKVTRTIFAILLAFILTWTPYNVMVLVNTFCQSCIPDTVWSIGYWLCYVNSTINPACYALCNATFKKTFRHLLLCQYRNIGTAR
M1 ag parental: counter-screen for M1 agonists: effect in parental CHO-K1 cells | AID 602248, 2012 | Fluo-8 calcium fluorescence; scaled to maximal ATP response, vehicle zero | 0.48% of 360,000 active | activation, % at 3 µM; in the data active = activation above about 15%;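 note: untransfected CHO-K1 host cells lacking M1 receptor as counterscreen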
M1 ag: human M1 muscarinic receptor agonists, primary screen, Fluo-8 calcium fluorescence, CHO-K1 cells, HTS | Muscarinic acetylcholine receptor M1 (Homo sapiens), P11229 | CHO-K1 hM1, agonist mode; 0% DMSO, 100% acetylcholine EC100 | activation, % at 3 µM | 0.33% of 360,000 active;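 active = activation above the run's mean compound activation plus 3 SD, cut at about 16% in these data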;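 note: peak over basal fluorescence ratio within a 140 s kinetic read after compound addition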
CHO-K1 Ca antag: counter-screen for M1 antagonists: effect in parental CHO-K1 cells; inhibition, % at 3 µM; 0.6% of 360,000 active; ATP-induced calcium, Fluo-8 fluorescence;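 active = inhibition above a per-plate cutoff, the plate's mean sample inhibition plus 3 SD, cut at about 24% in these data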;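 note: 0% = DMSO plus EC80 ATP and 100% = DMSO alone without ATP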
CHRM1 antagonist: human M1 muscarinic receptor antagonists, primary screen, CHO-K1 cells, Fluo-8 calcium fluorescence, 1536-well | Muscarinic acetylcholine receptor M1 (Homo sapiens), P11229 | CHO-K1 hM1, ACh EC80 antagonist | inhibition, % at 3 µM | 1.3% of 360,000 active;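 active = percent inhibition above its own plate's cutoff, namely the mean of that plate's compound wells plus 3 SD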;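 note: peak over basal fluorescence ratio during 140 s after agonist addition; 0% = ACh EC80 plus DMSO and 100% = DMSO alone without agonist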
OXTR potentiator: human OXTR potentiators, primary screen, fluorescence, CHO-OTR cells, Fluo-8 calcium; 0.061% of 320,000 active; activation, % at 3 µM; Fluo-8 calcium fluorescence, potentiator mode; 0% = oxytocin EC15, 100% = EC100; Oxytocin receptor (Homo sapiens), P30559;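 active = activation above that plate's cutoff, the mean activation of tested compounds plus 3 SD, cut at about 6.6% in these data, passing the limit was not always enough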;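 note: 100% uses oxytocin at 75 nM as the full agonist control; some results filed as inactive read as strong as hits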
Target sequence (P30559 whole entry, looked up): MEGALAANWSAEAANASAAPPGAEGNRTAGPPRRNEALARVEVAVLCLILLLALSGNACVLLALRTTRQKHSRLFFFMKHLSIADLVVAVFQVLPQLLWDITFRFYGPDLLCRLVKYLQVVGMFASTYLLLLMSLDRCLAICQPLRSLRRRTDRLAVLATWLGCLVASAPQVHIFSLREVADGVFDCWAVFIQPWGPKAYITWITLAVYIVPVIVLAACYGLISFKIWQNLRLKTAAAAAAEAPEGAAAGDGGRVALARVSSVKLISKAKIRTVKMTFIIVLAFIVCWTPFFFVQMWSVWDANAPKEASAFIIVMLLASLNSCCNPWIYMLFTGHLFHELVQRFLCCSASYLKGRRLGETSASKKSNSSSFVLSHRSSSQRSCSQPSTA
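System: human OTR in CHO cells / Also added: sub-maximal oxytocin, roughly EC15 / Control set: EC15 oxytocin low, 75 nM oxytocin high / Schedule: 6 min compound pre-incubation at room temperature, 100 s kinetic read / Compound: single-point 3.0 µM / Replication: singlicate / Technique: Fluo-8 calcium dye fluorescence / Read-out basis: % activation of max/min ratio relative to oxytocin controls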
CHRM4 antagonist: human M4 muscarinic receptor antagonists, primary screen, CHO cells, Fluo-8 calcium fluorescence | Muscarinic acetylcholine receptor M4 (Homo sapiens), P08173 | CHO-hM4 cells, ACh EC80 | inhibition, % at 3 µM | 0.73% of 360,000 active | AID 624125, 2012;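 active = inhibition above its plate's cutoff, the mean inhibition of sample wells plus 3 SD, cut at about 27% in these data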;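 note: 0% = acetylcholine EC80 with DMSO and 100% = DMSO without agonist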
CHO parental Ca: ATP-evoked calcium signal inhibitors, parental CHO, primary screen, counter-screen for OX1R antagonist project, cell-based, fluorescence, Fluo-8 calcium dye; parental CHO-K1, ATP-induced calcium, Fluo-8 fluorescence; inhibition, % at 5.6 µM; 0.63% of 330,000 active; AID 463079, 2010;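 active = inhibition above that plate's mean sample inhibition plus 3 SD, cut at about 26% in these data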;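 note: 0% = ATP-challenged DMSO wells and 100% = DMSO wells without ATP; some compounds past the cut are filed as inactive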
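Measured by: calcium-sensitive Fluo-8 fluorescence / Test system: CHO parental line / Controls: ATP-challenged DMSO wells low, unchallenged DMSO wells high / Measure: % inhibition / Compound: single nominal dose of 5.6 µM per compound / Replicates: single well per compound, no replicates / Reagent: ATP as calcium-mobilizing challenge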
The depositor's hits bear a star; / = no result given.

No.	Molecule	CHRM1 PAM	CHRM4 agonist	M1 ag parental	M1 ag	CHO-K1 Ca antag
1	CC1CCN(c2cc(N)c(Cl)cc2[N+](=O)[O-])CC1	-5	-1	0.4	-6	-7
2	Cc1noc(C)c1C(=O)N1CCCc2ccccc21	3	0	0.5	-1	-10
3	O=C(NCc1ccccc1)C1CCCN(S(=O)(=O)c2ccc(Br)cc2)C1 (stereo not given)	2	2	0.7	-5	-6
4	CCOC(=O)c1ccc(N2C(=O)C=CC2=O)cc1	-2	0	-0.2	-5	-7
5	C=C1C(C(=O)Nc2ccc(F)cc2)C1C(=O)Nc1ccc(F)cc1 (stereo not given)	7	1	0.2	-10	-1
6	C[C@@H]1CNC(=O)c2c(C(=O)Nc3cccc(Cl)c3)ncn21	1	1	0.5	0	-4
7	O=C(CNc1cc(S(=O)(=O)N2CCOCC2)ccc1N1CCCC1)Nc1ccc(Cl)cc1F	2	1	0.3	-7	-6
8	COc1ccc(B(O)O)c(CN2CCN(C(=O)OC(C)(C)C)CC2)c1	14	0	2.1	-3	-9
9	CC(C)C(=O)NC(Nc1ccc(S(N)(=O)=O)cc1)C(Cl)(Cl)Cl (stereo not given)	3	1	-0.1	-7	-2
10	COC(=O)c1cc2n(n1)CCN(Cc1cccc(OC)c1)C2=O	4	1	0.0	-8	-1

No.	CHRM1 antagonist	OXTR potentiator	CHRM4 antagonist	CHO parental Ca
1	-18	-13	6	-4
2	-9	-1	-2	-10
3	-7	-4	-12	-20
4	3	1	20	-1
5	-5	-9	3	-6
6	-4	/	1	/
7	-1	/	4	/
8	-17	/	-6	/
9	3	-2	-6	-14
10	-2	-6	5	-5

3 of these compounds in a different format:
Every second line gives: CHRM1 PAM | CHRM4 agonist | M1 ag parental | M1 ag | CHO-K1 Ca antag | CHRM1 antagonist | OXTR potentiator | CHRM4 antagonist | CHO parental Ca
6. C[C@@H]1CNC(=O)c2c(C(=O)Nc3cccc(Cl)c3)ncn21
    1 | 1 | 0.5 | 0 | -4 | -4 | / | 1 | /
7. O=C(CNc1cc(S(=O)(=O)N2CCOCC2)ccc1N1CCCC1)Nc1ccc(Cl)cc1F
    2 | 1 | 0.3 | -7 | -6 | -1 | / | 4 | /
8. COc1ccc(B(O)O)c(CN2CCN(C(=O)OC(C)(C)C)CC2)c1
    14 | 0 | 2.1 | -3 | -9 | -17 | / | -6 | /

(further entries)
No.	Molecule	CHRM1 PAM	CHRM4 agonist	M1 ag parental	M1 ag	CHO-K1 Ca antag
11	CN(C)C/C=C/C(O)(c1ccccc1)c1ccccc1	-26	0	0.9	-7	-4
12	CSc1nsc(SCC(=O)Nc2ccc(C(C)=O)cc2)n1	9	5	1.8	-5	-20
13	O=C(CNC(=O)C12CC3CC(CC(C3)C1)C2)Nc1ncccc1O	3	0	0.3	-3	-18
14	COc1ccccc1-n1cnc2cc(NCc3ccccc3O)ccc21	10	5	2.4	-2	-17
15	COc1cc(S(=O)(=O)N2CCN(c3ccccc3F)CC2)ccc1Cl	0	-1	1.3	-5	-4
16	COc1ccccc1NC(=O)CN1CCN(CC(=O)Nc2ccc3c(c2)OCCO3)CC1	4	3	2.8	-4	-11
17	Cc1cc(N(C)/N=C/c2ccccc2O)nc(-c2ccccc2O)n1	6	1	-0.4	-6	8
18	CCN(CC)C(=O)CCSc1nnc(-c2ccco2)o1	10	0	1.2	-2	-11
19	C=C(C)c1nc(N)nc(N)n1	-5	0	0.0	-2	-3
20	Nc1nc(Br)c2c(F)cccc2c1-c1ccc(Cl)cc1	1	3	-0.1	-4	-15

No.	CHRM1 antagonist	OXTR potentiator	CHRM4 antagonist	CHO parental Ca
11	97*	-3	55*	-9
12	-10	-11	-5	-9
13	-6	-3	-15	6
14	-9	-7	3	-13
15	-2	-7	8	-13
16	-5	-11	2	-16
17	-8	-5	-2	5
18	-12	-4	-8	3
19	5	-5	15	-4
20	2	-9	-10	-3

(continued)
No.	Molecule	CHRM1 PAM	CHRM4 agonist	M1 ag parental	M1 ag	CHO-K1 Ca antag
21	COc1ccc(N(CC(=O)NC2CCCCC2)C(=O)CNC(=O)c2ccco2)cc1OC	4	0	0.1	-2	1
22	COc1ccc(S(=O)(=O)CCC(=O)O)cc1	4	0	0.5	-2	-8
23	COc1ccccc1S(=O)(=O)N(C)C[C@H]1Oc2cc(C#CCC3CCCC3)ccc2S(=O)(=O)N([C@H](C)CO)C[C@H]1C	17	1	0.1	4	3
24	COc1ccc(N(C(=O)c2ccncc2)S(=O)(=O)c2cccc([N+](=O)[O-])c2)cc1	2	2	1.7	-4	-11
25	CC1CN(C)C(C)c2c1oc1ccc(N)cc21 (stereo not given)	6	1	-0.2	-7	-6
26	C=CCN(CC=C)C(=S)NCCc1ccc(OC)c(OC)c1	1	2	-0.1	-6	1
27	Cc1ccc(C(C)NC(=O)c2c(-c3ccccc3)noc2C)cc1C (stereo not given)	-6	0	0.2	-6	-6
28	COC(=O)CCn1nnc(-c2cccs2)n1	11	1	0.9	-6	-10
29	COC(=O)/C(=N/Nc1ccc(C)cc1)N1CCCc2ccccc21	18	-1	-0.3	-11	-13
30	CNc1nnc(C(F)(F)F)s1	8	1	1.8	-3	-5

No.	CHRM1 antagonist	OXTR potentiator	CHRM4 antagonist	CHO parental Ca
21	0	-13	2	-1
22	-17	0	-5	-5
23	-9	/	1	/
24	-2	-14	11	-6
25	-2	1	-10	-6
26	8	-2	-5	-16
27	-8	-4	5	-22
28	-2	0	-3	-9
29	-17	-6	0	-21
30	-9	-5	1	-12

Additional structures.
No.	Molecule	CHRM1 PAM	CHRM4 agonist	M1 ag parental	M1 ag	CHO-K1 Ca antag
31	O=C(CSc1nnc(CCCO)n1-c1ccccc1)NCCc1ccccc1	3	0	0.5	-7	-3
32	Cc1ccc(-c2cc(C(=O)N3N=C(C(F)F)CC3(O)C(F)F)c3ccccc3n2)cc1C (stereo not given)	8	3	0.3	5	-30
33	Cc1cc(C)cc(N(C(=O)c2csnn2)C(C(=O)NC(C)(C)C)c2ccccn2)c1 (stereo not given)	11	1	-0.8	0	-14
34	O=C(Nc1ccc(F)cc1F)c1cc2ncc(CCCl)cn2n1	10	2	1.7	-6	-16
35	COC(=O)c1ccc(COC(=O)C2CCN(S(=O)(=O)c3ccccc3C(=O)OC)CC2)cc1	-4	13	9.8	-1	-15
36	CCOc1ccc(C(=O)NC(C)(C)CC)cc1	2	1	-0.2	-8	6
37	Cc1cccc(C2c3[nH]c4ccccc4c3CCN2C(=O)Cc2n[nH]c(C)n2)n1 (stereo not given)	14	1	0.4	-7	5
38	O=S(=O)(NC1CCCC1)c1ccc(S(=O)(=O)N2CCCN(Cc3ccccc3)C2)cc1	-8	4	6.0	-6	-8
39	COc1ccc(S(=O)(=O)Nc2ccc(S(=O)(=O)Nc3cc(C)nc(C)n3)cc2)cc1OC	6	2	1.0	-4	-8
40	CC(OC(=O)c1ccc(Br)o1)C(=O)NCC1CCCCC1 (stereo not given)	-1	0	-0.3	-9	-1

No.	CHRM1 antagonist	OXTR potentiator	CHRM4 antagonist	CHO parental Ca
31	-2	-3	3	-4
32	2	-9	9	45*
33	-8	-2	11	-21
34	-9	-6	2	-3
35	3	-11	-11	13
36	4	2	4	-20
37	-9	-1	-5	-7
38	12	-11	7	15
39	3	-4	5	-7
40	4	-6	4	-7

(next part)
No.	Molecule	CHRM1 PAM	CHRM4 agonist	M1 ag parental	M1 ag	CHO-K1 Ca antag
41	O=C(NCCc1ccc(F)cc1)c1ccc2c(=O)n3c(nc2c1)CCC3	2	7	2.6	-2	-10
42	COC(=O)C1=C(C)N(Cc2ccc(C)cc2)C(=O)/C1=C\c1ccc(O)c(OC)c1	11	1	-0.1	-2	-3
43	COc1ccc(N/C=C/C(=O)c2ccc(Cl)cc2)cc1	-2	1	-0.2	-5	7
44	Cc1nc(SCC(=O)NCc2ccc3c(c2)OCO3)nc(C)c1C	2	1	-0.8	-6	-4
45	CN(C)S(=O)(=O)c1cccc(C(=O)NCCOC(=O)c2cc(F)c(F)cc2Cl)c1	-5	7	2.7	-9	-6
46	Cc1ccc(C(=O)c2c(C)oc3c2C(=O)C(=O)c2ccccc2-3)cc1	-4	6	2.1	1	-9
47	COc1cc(C(=O)NC(=S)Nc2ccccc2[N+](=O)[O-])cc(OC)c1OC	10	3	2.3	-6	-4
48	Oc1c(Br)cc(Br)cc1C=NCc1ccccc1	0	0	0.9	-6	0

No.	CHRM1 antagonist	OXTR potentiator	CHRM4 antagonist	CHO parental Ca
41	-8	-4	-28	-17
42	-10	-9	6	-15
43	9	-4	5	-17
44	-1	-1	10	-10
45	8	-6	1	-26
46	-1	-15	7	-31
47	-10	0	-1	-19
48	-1	-7	9	13

3 compounds out of the list above, sorted by their value in CHRM4 agonist, ascending.
| entry | smiles | CHRM1 PAM | CHRM4 agonist | CHRM1 antagonist | OXTR potentiator | CHRM4 antagonist |
| --- | --- | --- | --- | --- | --- | --- |
| 48 | Oc1c(Br)cc(Br)cc1C=NCc1ccccc1 | 0 | 0 | -1 | -7 | 9 |
| 43 | COc1ccc(N/C=C/C(=O)c2ccc(Cl)cc2)cc1 | -2 | 1 | 9 | -4 | 5 |
| 45 | CN(C)S(=O)(=O)c1cccc(C(=O)NCCOC(=O)c2cc(F)c(F)cc2Cl)c1 | -5 | 7 | 8 | -6 | 1 |
